CHT allo act = CHT positive allosteric modulators, primary screen, cell-based, membrane potential dye, choline EC20 | High affinity choline transporter 1 (Homo sapiens), Q9GZV3 | CHT-expressing cells; active compounds read high; LV-AA mutant CHT in HEK293 cells | B-score at 10 µM | actives 0.49% (n = 310,000) | AID 488977, 2010;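 active means initial fluorescence not abnormally high and integrated response B-score, plate-corrected, over 3 SD above library mean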
Target sequence (Q9GZV3 whole entry, looked up): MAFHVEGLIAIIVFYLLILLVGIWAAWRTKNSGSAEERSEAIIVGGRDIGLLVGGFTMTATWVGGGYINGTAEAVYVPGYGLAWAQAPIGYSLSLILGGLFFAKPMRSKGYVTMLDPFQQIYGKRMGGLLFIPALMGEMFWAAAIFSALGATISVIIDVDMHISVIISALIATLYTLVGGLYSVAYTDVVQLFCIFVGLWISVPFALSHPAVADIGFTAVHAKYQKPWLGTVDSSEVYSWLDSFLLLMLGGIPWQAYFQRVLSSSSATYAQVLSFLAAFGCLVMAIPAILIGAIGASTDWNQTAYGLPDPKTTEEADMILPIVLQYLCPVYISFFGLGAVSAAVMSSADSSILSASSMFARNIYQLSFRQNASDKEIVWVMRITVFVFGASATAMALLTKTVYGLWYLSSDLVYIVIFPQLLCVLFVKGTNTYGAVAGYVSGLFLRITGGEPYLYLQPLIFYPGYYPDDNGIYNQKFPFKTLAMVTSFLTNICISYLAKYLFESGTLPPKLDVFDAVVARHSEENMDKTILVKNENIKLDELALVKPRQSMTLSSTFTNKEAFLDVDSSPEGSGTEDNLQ
CHT inh = inhibitors of human choline transporter CHT. High affinity choline transporter 1 (Homo sapiens), Q9GZV3. CHT-expressing cells, membrane potential dye, choline response; active compounds read low. B-score at 10 µM. actives 0.86% (n = 310,000);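 active means B-score over 3 SD under the library average, and starting fluorescence ratio not unusually high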;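 further: choline stimulus applied at its EC90 after an EC20 pre-addition; B-score computed on integrated fluorescence ratio after choline addition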
STK33 kinase inh = inhibitors of purified STK33 kinase, primary screen, biochemical, ADP-Glo luminescence, homogeneous, cell-free. actives 0.073% (n = 320,000). MBP phosphorylation. Serine/threonine-protein kinase 33 (Homo sapiens), Q9BYT3. inhibition, % at 10 µM;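 active means inhibition at or above 25%, using the most active replicate where run in duplicate; inactive means inhibition below 25%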
Target sequence (Q9BYT3 whole entry, looked up): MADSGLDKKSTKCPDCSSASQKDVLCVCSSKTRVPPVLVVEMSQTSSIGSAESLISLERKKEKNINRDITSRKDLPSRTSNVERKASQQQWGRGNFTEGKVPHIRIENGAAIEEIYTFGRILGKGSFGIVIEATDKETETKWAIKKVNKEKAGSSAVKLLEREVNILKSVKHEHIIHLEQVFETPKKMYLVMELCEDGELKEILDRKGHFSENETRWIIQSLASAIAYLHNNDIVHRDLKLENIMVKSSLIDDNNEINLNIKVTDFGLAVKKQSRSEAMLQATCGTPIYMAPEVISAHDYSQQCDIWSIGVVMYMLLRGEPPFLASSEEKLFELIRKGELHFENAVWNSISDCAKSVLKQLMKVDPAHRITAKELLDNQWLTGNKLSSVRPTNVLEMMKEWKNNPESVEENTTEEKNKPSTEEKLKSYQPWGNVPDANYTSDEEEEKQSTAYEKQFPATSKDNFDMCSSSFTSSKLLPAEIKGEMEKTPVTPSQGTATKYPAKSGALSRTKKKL
An asterisk follows results filed as active; i = inactive; · = not tested or not shown.

| smiles | CHT allo act | CHT inh | STK33 kinase inh |
| --- | --- | --- | --- |
| CCOC(=O)N1CCN(S(=O)(=O)c2cccc3ccc(C)nc23)CC1 | i | i | -0.3 |
| CCOC(=O)c1c(NC(=O)CN2CCCCC2)sc(C)c1C | i | i | -2.1 |
| Cc1cc(NC(=O)CCC(=O)N(CC(=O)NCC2CCCO2)c2ccc3c(c2)OCCO3)no1 (stereo not drawn) | i | i | -3.5 |
| COc1cc2c(cc1NC(=O)C(C)Sc1ccc(NC(C)=O)cc1)oc1ccccc12 (stereo not drawn) | i | i | -0.8 |
| COc1ccccc1-n1cnc2c(c1=O)c1nc3ccccc3nc1n2CCc1ccccc1 | i | i | -1.4 |
| Cc1cc(S(=O)(=O)n2cnc3cc([N+](=O)[O-])ccc32)ccc1Cl | i | i | 1.9 |
| COc1ccc(-c2nc(C(F)(F)F)c(OC)o2)cc1OC | i | i | -1.8 |
| Cc1cc(-c2nn(-c3ccccc3F)cc2CN2CCCC(C(N)=O)C2)c(C)s1 (stereo not drawn) | i | i | -1.6 |
| O=C(NCCN1C(=O)C2C3C=CC(C3)C2C1=O)N1CCOCC1 (stereo not drawn) | i | i | -1.5 |
| O=C(O)c1nc(-c2ccccc2)n(-c2ccccc2)n1 | i | i | -1.2 |
| CCCc1c(C)nn(-c2ncccc2[N+](=O)[O-])c1C | i | i | 9.7 |
| O=C(COc1ccc(-c2ccccc2)cc1)N1CCCC1 | i | i | 0.6 |
| COc1ccc(/C=N/N2CCN(c3ccccc3)CC2)cc1Br | i | i | -0.6 |
| COC(=O)Nc1nnc(SCc2ccc(C)cc2)s1 | i | i | 3.2 |
| NC(=O)c1c(NC(=O)CSc2nnc(-c3ccccc3)n2CC2CCCO2)sc2c1CCC2 (stereo not drawn) | i | i | -0.1 |
| Nc1nc2c(s1)C(=O)CCC2 | i | i | 1.5 |
| COc1ccc(CC(=O)NCC(=O)N/N=C/c2ccc(C)o2)cc1 | i | i | -0.9 |
| CC1CCN(c2c(NCc3ccc(C(=O)N(C)C4CCCCC4)cc3)c(=O)c2=O)CC1 | i | i | · |
| O=C(/C=C/c1ccc2ccccc2n1)N1CCN(S(=O)(=O)c2ccccc2F)CC1 | i | i | -1.6 |
| CC(=O)C(Sc1ccc2nnc(-c3ccc(C)cc3)n2n1)C(C)=O | i | i | -0.4 |
| CN(C)N1C(N)=C(C#N)C(c2ccc(Br)cc2)C2=C1CC(C)(C)CC2=O (stereo not drawn) | i | i | -0.6 |
| CCn1c(COc2cccc(OC)c2)nnc1SCC(=O)Nc1cccc(OC)c1 | i | i | -2.4 |
| O=C(Nc1ccccc1Sc1ccccc1)C1CCCO1 (stereo not drawn) | i | i | 0.9 |
| O=C(N/N=C/c1coc2ccccc2c1=O)c1ccc(Cl)cc1 | i | i | -0.5 |
| O=C(Nc1cc2c3c(c1)CC(=O)N3CCC2)c1ccccc1C(F)(F)F | i | i | -0.8 |
| O=C(Nc1ncc(C(F)(F)F)cc1Cl)c1ccc(S(=O)(=O)N2CCOCC2)cc1 | i | i | -0.4 |
| Cc1c(C=O)c2ccccn2c1C(=O)c1ccccc1 | i | i | · |
| O=c1cc2c(nn1Cc1cccc([N+](=O)[O-])c1)-c1ccccc1CC2 | i | i | -0.5 |
| Cc1ccc(-n2c(Cc3ccccc3)n[nH]c2=S)c(C)c1 | i | i | -3.1 |
| Cc1nc(-c2ccccc2)sc1C(=O)CSc1ccc(Cl)cc1 | i | i | -0.4 |

A second format for part of the listing above:
Fields – CHT allo act | CHT inh | STK33 kinase inh
O=C(Nc1ncc(C(F)(F)F)cc1Cl)c1ccc(S(=O)(=O)N2CCOCC2)cc1
 : i | i | -0.4
O=C(COc1ccc(-c2ccccc2)cc1)N1CCCC1
 : i | i | 0.6
COC(=O)Nc1nnc(SCc2ccc(C)cc2)s1
 : i | i | 3.2
CCn1c(COc2cccc(OC)c2)nnc1SCC(=O)Nc1cccc(OC)c1
 : i | i | -2.4
Cc1nc(-c2ccccc2)sc1C(=O)CSc1ccc(Cl)cc1
 : i | i | -0.4

Back to the main list, repeating the two entries before the break.
| smiles | CHT allo act | CHT inh | STK33 kinase inh |
| --- | --- | --- | --- |
| Cc1ccc(-n2c(Cc3ccccc3)n[nH]c2=S)c(C)c1 | i | i | -3.1 |
| Cc1nc(-c2ccccc2)sc1C(=O)CSc1ccc(Cl)cc1 | i | i | -0.4 |
| CC(=O)Nc1ccccc1OC(C)C(=O)N1CCC(C)CC1 (stereo not drawn) | i | i | -0.4 |
| COc1ccc(CC(=O)Nc2cc(Cl)ccc2N2CCCC2)cc1 | i | i | -0.1 |
| COc1ccc(-c2nnn3c2nc(NCc2ccccc2)c2ccccc23)cc1 | i | i | -0.3 |
| Cc1cc(C(=O)COC(=O)c2cc(Cl)ccc2N)c(C)n1Cc1ccco1 | i | i | 1.0 |
| O=C(CN1C(=O)c2cccnc2Oc2ccc(Cl)cc21)NCCc1ccccc1 | i | i | 0.3 |
| Cc1cc(Nc2ccc(F)cc2F)n2nc(C)nc2n1 | i | i | -0.6 |
| Cc1ccc(-c2cc(C(=O)N3CCN(c4ccc(F)cc4)CC3)c3ccccc3n2)o1 | i | i | -1.0 |
| CC(=O)Nc1ccc(NC(=O)C(C)OC(=O)c2cc(S(=O)(=O)N3CCOCC3)ccc2Cl)cc1 (stereo not drawn) | i | i | 7.1 |
| COC(=O)c1ccc(C2Nc3ccccc3NC3=C2C(=O)CC(C)(C)C3)cc1 (stereo not drawn) | i | i | -0.8 |
| O=C(NCCc1ccc(Cl)cc1)c1ccc2c(c1)OCCO2 | i | i | -1.3 |
| COc1ccc(OC)c(S(=O)(=O)NCCC2=CCCCC2)c1 | i | i | 0.3 |
| Cc1cccc(/C(N)=N/OC(=O)c2ccccc2Cl)c1 | i | i | 2.9 |
| O=C1C2CCCCC2C(=O)N1c1ccc(NC2CCN(Cc3ccccc3)CC2)c([N+](=O)[O-])c1 (stereo not drawn) | i | i | 0.8 |
| Brc1ccc2c(c1)CNc1c(ncnc1N1CCOCC1)O2 | i | i | -0.9 |
| O=Cc1ccc2noc(-c3ccc(F)cc3)c2c1 | i | i | 0.0 |
| Cc1cc2oc(C(=O)Nc3ccc(S(=O)(=O)Nc4ncccn4)cc3)c(C)c2cc1Cl | i | i | -1.2 |
| CCOC(=O)Nc1ccc(S(=O)(=O)N2CCC(C)CC2)cc1 | i | i | -0.2 |
| CCC(CC)C(=O)NCc1ccccc1OC | i | i | -1.3 |
| CC(O)c1cccc(NC(=O)Cc2cccc3ccccc23)c1 (stereo not drawn) | i | i | -3.1 |
| CCc1ccc(Nc2nnc(SCn3nnc4ccccc4c3=O)s2)cc1 | i | i | -1.5 |
| Cc1cnc(C(=O)Nc2nnc(C(C)C)s2)cn1 | i | i | -0.7 |
| O=C(CN1CCCCC1)N=Nc1c(O)[nH]c2ccccc12 | i | i | 0.6 |
| Cc1cccc(-n2ncc3c(NC4CCCCC4)ncnc32)c1 | i | i | 3.1 |
| CC(C)C(=O)N=C1SC2CS(=O)(=O)CC2N1Cc1ccccc1 (stereo not drawn) | i | i | -2.7 |
| C/C(CC(=O)Nc1ccc(OCc2ccccc2)cc1)=N\NC(=O)C(=O)Nc1ccccc1C | i | i | -2.3 |
| CC(=O)c1ccc(NC(=O)C(C)N(C)CC(=O)Nc2ccccc2Cl)cc1 (stereo not drawn) | i | i | -1.0 |
| COc1ccc(-n2nc(C(=O)NCC3CCCO3)c3ccccc3c2=O)cc1 (stereo not drawn) | i | i | 0.7 |
| CCOc1ccc(CO[C@@H]2O[C@H](CO)[C@@H](O)[C@H](O)[C@H]2NC(C)=O)cc1OC | i | i | -1.3 |
| COc1ccccc1/C=C/C=N/NC(=O)c1cnccn1 | i | i | -0.2 |
| O=C(NCCCn1ccnc1)c1ccccc1Cl | i | i | -0.1 |
| COC(=O)C1=C(C)N(C2CCCCC2)C(=O)/C1=C\c1cccs1 | i | i | 0.9 |
| N#Cc1ccc(NC(=O)COC(=O)CCNS(=O)(=O)c2ccccc2)cc1 | i | i | 0.0 |
| Cc1cc(C)c(NC(=O)COC(=O)C2CCC(=O)N2)c(C)c1 (stereo not drawn) | i | i | -2.8 |
| Cc1ccc(C(C(=O)NC2CCCC2)N(Cc2cccs2)C(=O)c2csnn2)o1 (stereo not drawn) | i | i | 0.6 |
| Cc1ccc2c(C)nc(Nc3ncc4c(n3)CCCC4=O)nc2c1 | i | i | -0.2 |
| c1ccc2[nH]c(SCc3ccc(-c4nnco4)cc3)nc2c1 | i | i | -2.2 |
| CC(=O)c1ccc(S(=O)(=O)N(CCCO)Cc2cc3cc4c(cc3[nH]c2=O)OCCO4)cc1 | i | i | 2.8 |
| CC(C)N1C(=O)C2C(C(=O)NC3CCCCC3)C3C=CC2(O3)C1C(=O)NC1CCCC1 (stereo not drawn) | i | i | -0.6 |
| O=C(O)CN(c1ccccc1)C1SC(=O)NC1=O (stereo not drawn) | i | i | -1.8 |
| CCOC(=O)c1c(C)[nH]c(C)c1S(=O)(=O)N1CCC(c2ccccc2)C1 (stereo not drawn) | i | i | 1.1 |
| Cc1cccc(/C=N/NC(=O)c2ccc(NC(=O)c3ccccc3C)cc2)n1 | i | i | 0.4 |
| O=C(/C=C/c1ccc2c(c1)OCO2)N1CCCCC1 | i | i | 2.8 |
| Cc1sc2ncn(CC(=O)NCCCN3CC(C)CC(C)C3)c(=O)c2c1S(=O)(=O)N1CC(C)CC(C)C1 (stereo not drawn) | i | i | 0.4 |
| CCCCN1CCN=C1N(C)C | i | i | 1.8 |
| O=C(NCC1(c2ccccc2)CCOCC1)c1cccs1 | i | i | 0.0 |
| O=C(O)c1c(N2CCCCC2)ccc([N+](=O)[O-])c1N1CCCCC1 | i | i | 0.3 |
| NC(=O)CSc1oc(-c2ccco2)nc1S(=O)(=O)c1ccccc1 | i | i | 0.5 |
| Cc1sc2nc(C3CC3)nc(SCC(=O)N3c4ccccc4CC3C)c2c1C (stereo not drawn) | i | i | -0.2 |
| N#Cc1cnc(SCC(=O)N2CCCC2)nc1N | i | i | -0.8 |
| COc1ccc(NC(=O)c2ccccc2Sc2ccc(NC(C)=O)nc2)cc1 | i | i | 6.2 |
| COc1ccc(CNC(=O)CSCc2cccc(Cl)c2)cc1 | i | i | -1.0 |
| Cc1cccc(Cn2nnc3c2C(=O)c2ccccc2C3=O)c1 | i | i | -0.9 |
| Cc1ccc(N2CC(C(=O)Nc3ccc(S(=O)(=O)NCC4CCCO4)cc3)CC2=O)cc1C (stereo not drawn) | i | i | -2.4 |
| O=C(Nc1ccccn1)c1ccc(Cl)c([N+](=O)[O-])c1 | i | i | -1.4 |
| Cc1ccsc1/C=N/N1CCOCC1 | i | i | -0.9 |
| O=C(c1cc(Cl)nc2ccccc12)N1CCCCC1 | i | i | -2.1 |
| COc1cccc(-n2nnc3c(=O)n(Cc4ccccc4Cl)cnc32)c1 | i | i | -1.5 |
| O=C(/C=C/c1ccccc1)Nc1ccc(Br)cn1 | i | i | 1.7 |
| Cc1ccccc1NC(=O)CSc1ccc(-c2cccnc2)nn1 | i | i | -0.8 |
| N#Cc1c(NC(=O)CCCN2C(=O)c3ccccc3C2=O)oc(-c2ccccc2)c1-c1ccccc1 | i | i | 0.7 |

The listing continues.
| smiles | CHT allo act | CHT inh | STK33 kinase inh |
| --- | --- | --- | --- |
| Oc1ccccc1N1CCN(C(=S)NCc2ccccc2)CC1 | i | i | -0.7 |
| O=C(COC(=O)c1ccccc1-c1ccccc1[N+](=O)[O-])c1ccccc1 | i | i | -0.7 |
| O=C(N/N=C/c1ccc(OC(F)F)cc1)c1ccc(CSc2nc3ccccc3[nH]2)cc1 | i | i | -1.5 |
| COc1cccc(/C=N/n2c(N)c(S(=O)(=O)c3cccs3)c3nc4ccccc4nc32)c1 | i | i | 0.0 |
| CCOC(=O)c1c(NC(=O)CN2C(=O)CN(C)C2=O)sc(C)c1C | i | i | -0.9 |
| CS(=O)(=O)Nc1ccc(N2CCN(c3ccc(C(F)(F)F)cn3)CC2)nc1 | i | i | 0.0 |
| Cc1nn(-c2ccc(Cl)cc2Cl)c(C)c1C(=O)O | i | i | 1.1 |
| CC(Cl)C(=O)N1c2ccccc2CCc2ccccc21 (stereo not drawn) | i | i | -0.7 |
| CCCOc1ccc(C(=O)C(CN2CCOCC2)c2ccccc2)cc1 (stereo not drawn) | i | i | 7.6 |
| COC(=O)C1N[C@@H]([C@@H](NC(=O)COc2ccccc2)C(=O)NC2CC2)SC1(C)C (stereo partly drawn) | i | i | -0.5 |
| Cc1ccc(S(=O)(=O)NC(CC(N)=O)C(=O)O)cc1 (stereo not drawn) | i | i | -1.1 |
| COCCCN=CC1=C(O)CC(C)(C)CC1=O | i | i | -1.0 |
| COc1ccccc1C1(CCNC(C)c2cccs2)CCOC(C(C)C)C1 (stereo not drawn) | i | i | 0.6 |
| CCOc1ccccc1NC(=O)C1C2C=CC(O2)C1C(=O)O (stereo not drawn) | i | i | 0.1 |
| O=C(CCC(=O)c1cccs1)NCc1cccc(Cl)c1 | i | i | -1.2 |
| CCOc1cc(/C=N/NC(=O)c2nnn(-c3nonc3N)c2C)ccc1OCc1cccc(F)c1 | i | i | -1.2 |
| C=CCn1c(SCc2ccc(Cl)cc2)nc2cc(C(=O)N3CCC(C(N)=O)CC3)ccc2c1=O | i | i | · |
| CCC(=O)Nc1sc(C(=O)Nc2ccccc2F)c(C)c1C(=O)OC | i | i | 0.0 |
| CCOC(=O)c1c(CC(C)C)csc1NC(C)=O | i | i | -1.7 |
| CC(C)(C)OC(=O)N[C@@H](Cc1ccccc1)C(=O)N[C@@H](CO)[C@H](O)[C@@H]1C[C@@H]1C(=O)N1CCCC1 | i | i | -1.2 |
| O=C(NCc1cccnc1)C(=O)NCC1OCCN1S(=O)(=O)c1ccc(F)cc1 (stereo not drawn) | i | i | -0.4 |

Screening data deposited in PubChem by several laboratories.
